ARNT-TACC3 inh: disruptors of ARNT/TACC3 protein interaction, primary screen, biochemical, AlphaScreen, single concentration. Transforming acidic coiled-coil-containing protein 3 (Homo sapiens), Q9Y6A5. AlphaScreen His-ARNT PAS-B/GST-TACC3 binding, luminescence; TACC3 fragment carries E629A point mutation. inhibition, % at 9.99 µM. 0.66% of 390,000 active. AID 623870, 2012;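 active = mean inhibition of replicates at least 50% and at least half of replicates each reaching 50%; inconclusive = half or more replicates reach 50% but mean below 50%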;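 also: 0% = complete ARNT plus TACC3 wells and 100% = ARNT alone without TACC3; many hits fall short of the cut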
RAD54 inh: inhibitors of human RAD54 branch migration, primary screen, biochemical, fluorescence, single point. DNA repair and recombination protein RAD54-like (Homo sapiens), Q92698. RAD54 Holliday junction branch migration, FAM/BHQ fluorescence. inhibition, % at 10.4 µM. 0.14% of 360,000 active;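 active = mean normalized replicate activity at least 40 and at least half of replicates scoring 40 or more; inconclusive = only one of the two criteria met; inactive = mean below 40 and under half of replicates reaching 40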;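 also: 0% = median of neutral control wells and 100% = median of positive control wells; inhibitors cause a drop in the FAM fluorescence signal; in these data hits start at about 50%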
Target sequence (Q92698 whole entry, looked up): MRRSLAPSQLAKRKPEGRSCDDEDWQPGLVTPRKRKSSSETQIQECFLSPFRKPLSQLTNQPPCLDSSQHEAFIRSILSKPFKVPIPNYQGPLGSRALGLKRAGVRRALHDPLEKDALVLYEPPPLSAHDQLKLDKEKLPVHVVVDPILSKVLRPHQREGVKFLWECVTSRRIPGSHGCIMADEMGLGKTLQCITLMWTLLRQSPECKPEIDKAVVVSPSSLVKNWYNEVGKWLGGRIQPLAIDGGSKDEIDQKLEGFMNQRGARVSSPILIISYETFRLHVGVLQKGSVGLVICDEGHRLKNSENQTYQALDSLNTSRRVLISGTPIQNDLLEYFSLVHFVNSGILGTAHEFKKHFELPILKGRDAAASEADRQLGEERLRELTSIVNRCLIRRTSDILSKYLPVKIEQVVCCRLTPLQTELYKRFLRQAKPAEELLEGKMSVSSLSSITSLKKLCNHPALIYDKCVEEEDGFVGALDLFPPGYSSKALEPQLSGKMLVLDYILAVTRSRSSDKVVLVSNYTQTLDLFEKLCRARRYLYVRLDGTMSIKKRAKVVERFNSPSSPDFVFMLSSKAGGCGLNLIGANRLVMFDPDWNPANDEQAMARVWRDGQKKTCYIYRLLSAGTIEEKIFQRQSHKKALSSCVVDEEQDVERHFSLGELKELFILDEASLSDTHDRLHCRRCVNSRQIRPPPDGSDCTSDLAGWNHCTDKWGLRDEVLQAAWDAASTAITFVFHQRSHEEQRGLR
esBAF inh: Bmi1 luciferase reporter increase in mESCs, primary screen, esBAF inhibitor project, mouse ES cells, Bmi1 luciferase knock-in, single point; AID 602393, 2012; reporter increase, % at 12.5 µM; 24 h; 100% = twice the neutral-well signal; 2% of 350,000 active; in the data active = activation above about 40%; inconclusive = no clear call, values can overlap the other calls;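 also: 0% = median of the plate's neutral control wells and 100% = double that signal; a rise in the Bmi1 reporter signal indicates esBAF inhibition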
* = called active by the depositor. These rows are one share of the data. The share of hits here may be higher or lower than overall.

Screening O=C(CC(NS(=O)(=O)c1ccc(Cl)cc1)c1ccco1)NCc1cccnc1 (stereo unspecified) returned ARNT-TACC3 inh -6, RAD54 inh 4 and esBAF inh -12.
Screening CC1(C)CC(=O)c2cc(OCC(=O)NCCN3CCOCC3)ccc2O1 returned ARNT-TACC3 inh -9, RAD54 inh 5 and esBAF inh 0.
For CCOC(=O)c1oc2ccccc2c1CSc1nnc(-c2ccco2)o1 the results were ARNT-TACC3 inh 0, RAD54 inh -3 and esBAF inh 3.
`CCN=C1S/C(=C\c2ccc(Sc3ccc(Cl)cc3)o2)C(=O)N1CC` gave ARNT-TACC3 inh 5, RAD54 inh -15 and esBAF inh -2.
c1coc(-c2ncc[nH]2)c1 was read as ARNT-TACC3 inh 8, RAD54 inh -2 and esBAF inh 0.
N#CC1=C(N)OC2=C(C(=O)CCC2)C1c1ccsc1 (stereo unspecified) was read as ARNT-TACC3 inh 31, RAD54 inh -16 and esBAF inh -2.
`Cc1c(NC(=O)NC(=O)c2ccc(F)cc2)c(=O)n(-c2ccccc2)n1C` gave ARNT-TACC3 inh -6, RAD54 inh 2 and esBAF inh -5.
COC(=O)c1ccccc1NC(=O)Oc1ccc(F)cc1 was read as ARNT-TACC3 inh 19, RAD54 inh -2 and esBAF inh 7.
`CCOC(=O)Cc1csc(NC(=O)CSc2nnc(C)n2C)n1` gave ARNT-TACC3 inh -4, RAD54 inh -3 and esBAF inh -4.
For Cc1csc(NC(=O)CSc2ncn(-c3ccccc3)n2)n1 the results were ARNT-TACC3 inh -20, RAD54 inh -6 and esBAF inh -4.
For Nc1ccccc1SCC(=O)Nc1ccc(N2CCOCC2)cc1 the results were ARNT-TACC3 inh 4, RAD54 inh 5 and esBAF inh 6.
Screening COc1cc2c(cc1OC)CN(CC(=O)Nc1ccc3c(c1)OC(F)(F)O3)CC2 returned ARNT-TACC3 inh 0, RAD54 inh -8 and esBAF inh 5.
Screening COc1ccccc1Nc1nc(N)nc(CN2CCCCCC2)n1 returned ARNT-TACC3 inh 89*, RAD54 inh 5 and esBAF inh 0.
For COC(=O)[C@H](C)NC(=O)Nc1ccccc1F the results were ARNT-TACC3 inh -5, RAD54 inh 7 and esBAF inh -4.
For CC(C)NC(=O)COC(=O)c1ccccc1Oc1ccccc1 the results were ARNT-TACC3 inh -1, RAD54 inh -13 and esBAF inh -7.
For O=C(c1ccccc1)c1cc(-c2ccccc2)on1 the results were ARNT-TACC3 inh 0, RAD54 inh 3 and esBAF inh 15.
CC(=O)c1cccc(NC(=O)CCS(=O)(=O)c2cccc3nsnc23)c1 was read as ARNT-TACC3 inh 17, RAD54 inh 0 and esBAF inh 3.
CCCc1nc2ccccc2c(C(=O)OC2CCOC2=O)c1CC (stereo unspecified) was read as ARNT-TACC3 inh -4, RAD54 inh -8 and esBAF inh -7.
CCSc1nnc(-c2cccc(S(=O)(=O)N(C)C)c2)n1-c1cc(OC)ccc1OC was read as ARNT-TACC3 inh 0, RAD54 inh 10 and esBAF inh -5.
For COC(=O)c1cnn(C(=O)c2cc(OC)ccc2Br)c1N the results were ARNT-TACC3 inh 8, RAD54 inh -7 and esBAF inh 8.
`CNc1oc(-c2ccccc2Cl)nc1C#N` gave ARNT-TACC3 inh -6, RAD54 inh -3 and esBAF inh 16.
For O=C(O)CSC12CC3CC(C1)CC(C(=O)O)(C3)C2 the results were ARNT-TACC3 inh 1, RAD54 inh 8 and esBAF inh -3.
Screening CCc1ccc2oc(=O)cc(CN3CCOCC3)c2c1 returned ARNT-TACC3 inh -4, RAD54 inh 0 and esBAF inh 6.
c1coc(CNc2c3c(nc4ccccc24)CCC3)c1 was read as ARNT-TACC3 inh 1, RAD54 inh 11 and esBAF inh 4.
For CCC1(CC)Cc2ccccc2-c2nc(NCCO)[nH]c(=O)c21 the results were ARNT-TACC3 inh -2, RAD54 inh 5 and esBAF inh -8.
O=C(Nc1ccc(Cl)cc1)NC1CCCc2ccccc21 (stereo unspecified) was read as ARNT-TACC3 inh -5, RAD54 inh -5 and esBAF inh 11.
`O=C(CN1CCCC1)Nc1ccc(NC(=O)Nc2ccccc2Cl)cc1` gave ARNT-TACC3 inh 7, RAD54 inh 7 and esBAF inh inconclusive.
O=C1CNC(=S)N1Cc1ccc(F)cc1 was read as ARNT-TACC3 inh -3, RAD54 inh 2 and esBAF inh -3.
CC(=O)c1ccc(N2CCN(c3ccc(S(=O)(=O)N4CCN(C)CC4)cn3)CC2)cc1 was read as ARNT-TACC3 inh -37, RAD54 inh -10 and esBAF inh 13.
For COC(=O)C1=C(COc2ccc(F)cc2)NC(=O)NC1c1ccc(C)cc1C (stereo unspecified) the results were ARNT-TACC3 inh -2, RAD54 inh -1 and esBAF inh -2.
`COc1ccc(S(=O)(=O)CC(=O)c2cc3cccc(C)c3oc2=O)cc1` gave ARNT-TACC3 inh -3, RAD54 inh -8 and esBAF inh 5.
Screening Cc1nc(N2CCNCC2)c2c3c(sc2n1)CCCC3 returned ARNT-TACC3 inh 28, RAD54 inh 13 and esBAF inh 1.
`c1coc(-c2nc3c4c5c(sc4ncn3n2)CCCC5)c1` gave ARNT-TACC3 inh -1, RAD54 inh -5 and esBAF inh 3.
O=C(NC1CCS(=O)(=O)C1)c1cnccn1 (stereo unspecified) was read as ARNT-TACC3 inh -4, RAD54 inh 2 and esBAF inh -4.
O=C1CCN(C(=O)Nc2cccc(Cl)c2)N1 was read as ARNT-TACC3 inh 3, RAD54 inh 0 and esBAF inh 1.
For O=C(CS(=O)(=O)Cc1ccccc1)N1CCN(C(=O)c2ccco2)CC1 the results were ARNT-TACC3 inh -19, RAD54 inh -10 and esBAF inh 9.
Cc1nnc(SCCc2ccccc2)[nH]c1=O was read as ARNT-TACC3 inh -3, RAD54 inh -10 and esBAF inh -2.
Screening O=C(OCC(=O)N1CCc2ccccc21)c1ccccc1 returned ARNT-TACC3 inh -6, RAD54 inh 0 and esBAF inh 16.
Screening CCOC(=O)c1sc(C)c2c(=O)n(CCc3ccccc3)nnc12 returned ARNT-TACC3 inh -1, RAD54 inh 11 and esBAF inh 3.
CN(C)c1cccc(C(=O)n2cc(C(=O)c3cc(F)ccc3O)cn2)c1 was read as ARNT-TACC3 inh -5, RAD54 inh -6 and esBAF inh 52*.
O=S(=O)(c1ccc(Cl)cc1)N1CCN(Cc2c[nH]c3ccccc23)CC1 was read as ARNT-TACC3 inh -24, RAD54 inh 12 and esBAF inh 1.
Screening CSc1ccccc1NC(=O)CN(c1cc(C)cc(C)c1)S(C)(=O)=O returned ARNT-TACC3 inh 23, RAD54 inh -2 and esBAF inh -1.
For CCOC(=O)N1CCN(C(=O)C(NC(=O)C2CCC(C)CC2)C(C)C)CC1 (stereo unspecified) the results were ARNT-TACC3 inh 1, RAD54 inh -6 and esBAF inh -2.
For CCOc1cc(NC(=S)Nc2cccc(C)c2)c(OCC)cc1NC(=O)CC(C)C the results were ARNT-TACC3 inh -6, RAD54 inh 4 and esBAF inh 6.
Screening O=C(Nc1ccc2nsnc2c1)N1CCCCC1 returned ARNT-TACC3 inh -8, RAD54 inh 8 and esBAF inh 19.
For Cc1cc(NC(=O)c2cccc3c2C(=O)N(C2CCCCC2)C3)ccc1Br the results were ARNT-TACC3 inh 23, RAD54 inh -3 and esBAF inh 1.
`Cn1c(=O)n(Cc2ccc(F)cc2)c(=O)c2c1nc1n2CCCN1C1CCCCC1` gave ARNT-TACC3 inh 0, RAD54 inh 2 and esBAF inh -1.
O=[N+]([O-])c1ccc(N2CCC(=NOCc3ccc(Cl)cc3)CC2)cc1 was read as ARNT-TACC3 inh -3, RAD54 inh -11 and esBAF inh -4.
Screening OCCCc1nc2ccccc2n1CCOc1ccccc1 returned ARNT-TACC3 inh -2, RAD54 inh -4 and esBAF inh -9.
`c1ccc(-n2c(-c3ccncc3)nnc2-c2cccs2)cc1` gave ARNT-TACC3 inh -2, RAD54 inh -12 and esBAF inh -9.
CCCCc1cc(=O)oc2c(CN3CCCC3)c(O)c(Cl)cc12 was read as ARNT-TACC3 inh -18, RAD54 inh -5 and esBAF inh -7.
For COC(=O)CSc1nc(-c2ccccc2)nc2ccc(F)cc12 the results were ARNT-TACC3 inh -3, RAD54 inh 2 and esBAF inh 7.
COc1cc(OC)cc(-c2nc3nc(C)c(CCC(=O)NCc4ccco4)c(C)n3n2)c1 was read as ARNT-TACC3 inh 0, RAD54 inh 7 and esBAF inh 2.
COc1ccc(CCN2C(=O)c3cccnc3C2=O)cc1OC was read as ARNT-TACC3 inh 23, RAD54 inh -2 and esBAF inh -2.
COc1cc(Cl)c(C)cc1NC(=O)CSc1nnc(-c2cccnc2)n1Cc1ccco1 was read as ARNT-TACC3 inh -3, RAD54 inh -11 and esBAF inh -25.
O=C(CCC1COc2ccccc2O1)Nc1ccccn1 (stereo unspecified) was read as ARNT-TACC3 inh 0, RAD54 inh 6 and esBAF inh 3.
Screening O=C(c1ccc(Cl)c(Cl)c1)c1cnc(Nc2ccccc2)s1 returned ARNT-TACC3 inh -6, RAD54 inh 3 and esBAF inh -4.
Screening CCOC(=O)C1CCN(C(=O)CCn2c(=O)[nH]c3ccccc3c2=O)CC1 returned ARNT-TACC3 inh -2, RAD54 inh -2 and esBAF inh -4.
Screening Cn1c2c(c(=O)n(C)c1=O)CN(CCc1ccccc1)CN2 returned ARNT-TACC3 inh 0, RAD54 inh 10 and esBAF inh -2.
COc1ccc(N2CCN(CC(=O)Nc3nnc(-c4ccccc4)s3)CC2)cc1 was read as ARNT-TACC3 inh 11, RAD54 inh 0 and esBAF inh -16.

Looked up by structure from the list above, two records:
`c1ccc(-n2c(-c3ccncc3)nnc2-c2cccs2)cc1` gave ARNT-TACC3 inh -2, RAD54 inh -12 and esBAF inh -9.
CC(=O)c1ccc(N2CCN(c3ccc(S(=O)(=O)N4CCN(C)CC4)cn3)CC2)cc1 was read as ARNT-TACC3 inh -37, RAD54 inh -10 and esBAF inh 13.

Further results:
Screening O=C(c1cccs1)N1CCN(C2CCCCC2)CC1 returned ARNT-TACC3 inh -1, RAD54 inh 0 and esBAF inh -8.
For CCc1nc(SCC(=O)Nc2ccccc2C(=O)OC)n[nH]1 the results were ARNT-TACC3 inh -18, RAD54 inh -6 and esBAF inh -2.
Screening CCCS(=O)(=O)N1CCCC(C(=O)N2CCN(c3ccccc3)CC2)C1 (stereo unspecified) returned ARNT-TACC3 inh -3, RAD54 inh 4 and esBAF inh 2.
`Cc1ccc(C(=O)CSc2nnc(COc3ccc(C#N)cc3)n2-c2ccccc2)cc1` gave ARNT-TACC3 inh -2, RAD54 inh -7 and esBAF inh 0.
Screening COc1ccc(-c2cn[nH]c2N)cc1OC returned ARNT-TACC3 inh 2, RAD54 inh -1 and esBAF inh -2.
For Cc1ccc(NC(=O)c2ccc(S(=O)(=O)N3CCC(C)CC3)cc2)cc1 the results were ARNT-TACC3 inh -2, RAD54 inh -1 and esBAF inh 1.
Screening COc1cc(OC)cc(C(=O)NC2CCN(Cc3nnnn3Cc3cccs3)CC2)c1 returned ARNT-TACC3 inh 1, RAD54 inh 3 and esBAF inh -1.
For CC(=O)Nc1ccc(NC(=O)CSc2nnc(C3CC3)n2C)cc1 the results were ARNT-TACC3 inh -9, RAD54 inh -5 and esBAF inh -4.
`COc1ccc(-c2cc(=O)oc3c(C)c(O)c(CN(C)C)cc23)cc1` gave ARNT-TACC3 inh -8, RAD54 inh 7 and esBAF inh -15.
CC(C)=C1SC(N2CCN(Cc3ccccc3)CC2)=NC1=O was read as ARNT-TACC3 inh 2, RAD54 inh 2 and esBAF inh -2.
`O=C(c1ccc2c(c1)C(=O)N(c1ccc(Cl)cc1)C2=O)N1CCN(c2ccccn2)CC1` gave ARNT-TACC3 inh -3, RAD54 inh 12 and esBAF inh 6.

Part of the list above in order of heavy-atom count, descending:
`Cc1ccc(C(=O)CSc2nnc(COc3ccc(C#N)cc3)n2-c2ccccc2)cc1` gave ARNT-TACC3 inh -2, RAD54 inh -7 and esBAF inh 0.
Screening COc1cc(OC)cc(C(=O)NC2CCN(Cc3nnnn3Cc3cccs3)CC2)c1 returned ARNT-TACC3 inh 1, RAD54 inh 3 and esBAF inh -1.
COc1ccc(N2CCN(CC(=O)Nc3nnc(-c4ccccc4)s3)CC2)cc1 was read as ARNT-TACC3 inh 11, RAD54 inh 0 and esBAF inh -16.
Screening CCOC(=O)C1CCN(C(=O)CCn2c(=O)[nH]c3ccccc3c2=O)CC1 returned ARNT-TACC3 inh -2, RAD54 inh -2 and esBAF inh -4.
Screening CCCS(=O)(=O)N1CCCC(C(=O)N2CCN(c3ccccc3)CC2)C1 (stereo unspecified) returned ARNT-TACC3 inh -3, RAD54 inh 4 and esBAF inh 2.
`COc1ccc(-c2cc(=O)oc3c(C)c(O)c(CN(C)C)cc23)cc1` gave ARNT-TACC3 inh -8, RAD54 inh 7 and esBAF inh -15.
For CC(=O)Nc1ccc(NC(=O)CSc2nnc(C3CC3)n2C)cc1 the results were ARNT-TACC3 inh -9, RAD54 inh -5 and esBAF inh -4.
Screening Cn1c2c(c(=O)n(C)c1=O)CN(CCc1ccccc1)CN2 returned ARNT-TACC3 inh 0, RAD54 inh 10 and esBAF inh -2.
Screening O=C(c1cccs1)N1CCN(C2CCCCC2)CC1 returned ARNT-TACC3 inh -1, RAD54 inh 0 and esBAF inh -8.
Screening COc1ccc(-c2cn[nH]c2N)cc1OC returned ARNT-TACC3 inh 2, RAD54 inh -1 and esBAF inh -2.
